# Compound activity (PubChem BioAssay)
# A3A deaminase: human APOBEC3A DNA deaminase inhibition; P31941; inhibition, % at 20 µM; AID 493011; 0.41% of 330,000 active; recombinant A3A, FAM/TAMRA ssDNA deamination fluorescence;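 active means at least 40% inhibition at 20 µM here, with at most 30% in a related deaminase screen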;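 further: plate controls were A3A with DMSO for no effect and wells lacking A3A enzyme for full effect; some results filed as inactive read as strong as hits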
# Target sequence (P31941 whole entry, looked up): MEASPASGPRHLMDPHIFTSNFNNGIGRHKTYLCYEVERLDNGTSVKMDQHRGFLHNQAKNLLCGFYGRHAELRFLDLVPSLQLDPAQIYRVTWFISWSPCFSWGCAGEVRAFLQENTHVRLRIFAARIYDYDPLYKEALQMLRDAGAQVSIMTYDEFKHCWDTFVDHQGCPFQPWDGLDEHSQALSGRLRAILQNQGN
# mIAP act: mouse IAP activation; muIAP, CDP-Star luminescence, 30 min; stronger effect = higher value; 1 = vehicle-only enzyme signal, 0 = enzyme-free wells; activation factor at 10 µM; 0.24% of 330,000 active;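 active means activation factor of at least 2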; further: the source names both 10 and 20 µM as test concentration; values of inactives mirror those of a sister screen read the other way
#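 System: Mouse IAP enzyme | Also added: CDP-Star substrate | Dosing: Compounds dispensed in DMSO | Schedule: 30 min enzyme-substrate-compound incubation at room temperature | Technique: Chemiluminescence readout | Control set: DMSO-only wells and no-enzyme negative control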
# HKDC1 inh: blocks human hexokinase HKDC1 activity | Q2TB90 | recombinant HKDC1, G6PDH/diaphorase resazurin coupled fluorescence | inhibition, % at 20 µM | 0.16% of 340,000 active | AID 493160;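 active means inhibition above about 35% when tested at 20 µM, limit read from the data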;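 further: plate controls were DMSO wells with enzyme for no effect and DMSO wells lacking enzyme for full effect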
#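 Test system: HK5 enzyme. Quantity: 5 µg/mL HK5 final. Reagent: glucose and ATP substrates. Schedule: 90 min reaction incubation at room temperature, dark. Technique: resazurin-to-resorufin fluorescence via G6PDH and diaphorase coupling, 525/613 nm. Control set: DMSO wells with and without enzyme mix.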
# hIAP block: blocks human intestinal alkaline phosphatase | 0.12% of 330,000 active | purified IAP, CDP-Star luminescence, 30 min | P09923 | inhibition, % at 10 µM;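 active means inhibition reaching a set limit with compound at 10 µM in the primary screen, cut at about 35% in these data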;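 further: plate controls were DMSO wells with enzyme for no effect and no-enzyme buffer wells for full effect; values of inactives mirror those of a sister screen read the other way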
# hIAP activ: human IAP activation | P09923 | purified human IAP, CDP-Star luminescence, 30 min; stronger effect = higher value; 1 = vehicle-only enzyme, 0 = enzyme-free background | activation factor at 10 µM | 0.16% of 330,000 active | AID 2524;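 active means activation factor of the enzyme at least 2-fold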; further: the source names both 10 and 20 µM as test concentration; values of inactives mirror those of a sister screen read the other way
# PfG6PD inh: PfG6PD (Plasmodium falciparum) enzyme inhibition; PfGluPho enzyme, NADPH resazurin-diaphorase fluorescence; inhibition, % at 20 µM; 0.78% of 350,000 active; AID 504690;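 active means inhibition reaching at least a set limit at 20 µM in the primary screen, cut at about 59% in these data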;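 further: 0% = DMSO wells with substrate and 100% = DMSO wells lacking glucose-6-phosphate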
# mIAP block: mouse IAP inhibition | inhibition, % at 10 µM | 0.2% of 330,000 active | purified mouse IAP, CDP-Star luminescence, 30 min;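 active means inhibition of at least 40% at 10 µM in the primary screen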;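 further: plate controls were DMSO with enzyme for no effect and no enzyme wells for full effect; values of inactives mirror those of a sister screen read the other way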
# ATG4B inhibitor: inhibitors of human ATG4B cysteine protease. Q9Y4P1. inhibition, % at 8.33 µM. 0.51% of 340,000 active. ATG4B cleavage of LC3-PLA2, NBD-HPC fluorescence, 1 h; in the data active means inhibition above about 40%
# Target sequence (Q9Y4P1 whole entry, looked up): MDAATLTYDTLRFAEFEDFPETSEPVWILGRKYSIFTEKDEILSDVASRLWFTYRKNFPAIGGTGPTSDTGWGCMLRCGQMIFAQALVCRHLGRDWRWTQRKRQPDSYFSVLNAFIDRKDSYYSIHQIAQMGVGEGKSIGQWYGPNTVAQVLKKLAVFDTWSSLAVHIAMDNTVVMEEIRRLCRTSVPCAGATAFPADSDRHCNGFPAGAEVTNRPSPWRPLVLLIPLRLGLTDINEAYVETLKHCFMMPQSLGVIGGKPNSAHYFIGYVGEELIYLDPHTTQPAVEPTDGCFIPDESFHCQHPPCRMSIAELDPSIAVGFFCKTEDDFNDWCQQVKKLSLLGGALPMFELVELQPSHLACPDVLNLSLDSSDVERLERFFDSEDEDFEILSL
# Numbers without * were called inactive. An unsorted share of the library (roughly 2.4% active in at least one column).
SMILES,A3A deaminase,mIAP act,HKDC1 inh,hIAP block,hIAP activ,PfG6PD inh,mIAP block,ATG4B inhibitor
CCC(=O)N1CCc2cc(S(=O)(=O)NC(C(=O)NCc3ccc(F)cc3)C(C)C)ccc21 (stereo not given),2,1.1,-1,-22,1.2,-16,-6,-5
Cc1cccc(N2CC(C(=O)OCC(=O)c3c(N)n(CC(C)C)c(=O)n(C)c3=O)CC2=O)c1C (stereo not given),1,1.1,-2,-24,1.2,0,-7,-13
CC(C)(C)OC(=O)C[C@@H]1C/C=C\C[C@H](CC(=O)N(CCO)Cc2ccccc2)C(=O)N[C@H](Cc2ccccc2)COC1=O,4,1.1,-1,4,0.96,-7,-7,1
Cc1ccc(C)c(NC(=S)N(Cc2ccco2)C(C)c2cccs2)c1 (stereo not given),0,1,-10,9,0.91,5,-2,-8
Cc1ccc2c(c1)[nH]c1c(=O)n(Cc3ccccn3)cnc12,-3,1.1,-4,-46,1.5,16,-10,9
O=C(Nc1ccn(-c2ccccc2)n1)c1ccc(Cl)cc1,-1,1.1,12,-3,1,13,-6,8
O=C(NCc1ccccn1)C1CCC(=O)N1C1CCCC1 (stereo not given),-1,1,2,-6,1.1,-1,-2,-3
Cc1nn(-c2ccccc2)c(N2CCCC2)c1/C=N/NC(=O)c1cc2ccccc2cc1O,-3,0.94,-3,-7,1.1,-30,6,6
CC1CC(C)CN(C(=O)Cn2c(=O)oc3cc(S(=O)(=O)N4CCCC4)ccc32)C1 (stereo not given),1,0.99,-3,-30,1.3,2,1,-10
CS(=O)(=O)N(CC(=O)N1CCCCC1)c1ccc2c(c1)OCO2,2,1,0,16,0.84,-18,-4,6
O=C(CCCc1c[nH]c2ccccc12)NCc1ccc2c(c1)OCO2,-3,1,1,13,0.87,-8,-4,-12
CCCCC(=O)Nc1ccc(C(=O)NNC(=S)NC(=O)c2ccco2)cc1,-4,0.8,-2,-50,1.5,-29,20,-17
Cc1oc(-c2ccccc2F)nc1CS(=O)(=O)CC(=O)NCCCN(C)C1CCCCC1,-1,1,8,6,0.94,0,-2,5
O=[N+]([O-])c1cccc(C(=S)N2CCN(c3ccccc3F)CC2)c1,-7,0.99,-4,-5,1,10,1,11
CC(C)Sc1nc(N)c2c3c(sc2n1)CN(C)CC3,-32,0.92,1,4,0.96,48,8,-2
CCOC(=O)c1[nH]c2ccc(Br)cc2c1NC(=O)CCN1CCCC(C)(C)C1,44,1.1,-5,3,0.97,1,-12,-6
O=[N+]([O-])c1ccc2c(c1Nc1ccccc1Cl)=NC1(CCCCC1)N=2,7,0.94,1,10,0.91,22,6,-7
COc1ccc(C(=O)NCC(c2cccnc2)N2CCN(c3ccccc3)CC2)cc1OC (stereo not given),-5,0.96,-4,12,0.88,-4,4,-7
COCCn1c(SCC(=O)N(C(C)C)C(C)C)nnc1-c1cc2ccccc2cc1O,0,1,-3,2,0.98,13,-2,-4
O=C(Nc1cc(S(=O)(=O)Nc2ccc(Cl)cc2)ccc1N1CCCCC1)c1ccc(F)cc1Cl,0,0.95,-2,8,0.92,30,4,16
COc1ccc(C(=O)NCCS(=O)(=O)NCc2ccccc2)cc1,6,1.1,-8,-2,1,-15,-6,-7
CN1/C(=C/C=C(C#N)C#N)C=Cc2ccccc21,-1,0.83,-4,25,0.75,-2,17,1
COC(=O)c1[nH]c2c(c1C)C(=O)CC(c1cccc(OC)c1)C2 (stereo not given),-4,0.95,-4,21,0.79,-1,5,-1
CCN1CC(CN(C)Cc2nc(-c3ccc(C(F)(F)F)cc3)no2)CC1=O (stereo not given),1,0.97,-2,-4,1,-14,2,-4
CCOc1ccc(C2C(C(=O)c3ccco3)=C(O)C(=O)N2Cc2cccnc2)cc1 (stereo not given),-4,1,8,27,0.73,16,-2,-14

# No new results follow: 2 of the compounds above.
SMILES,A3A deaminase,mIAP act,HKDC1 inh,hIAP block,hIAP activ,PfG6PD inh,mIAP block,ATG4B inhibitor
CCC(=O)N1CCc2cc(S(=O)(=O)NC(C(=O)NCc3ccc(F)cc3)C(C)C)ccc21 (stereo not given),2,1.1,-1,-22,1.2,-16,-6,-5
Cc1cccc(N2CC(C(=O)OCC(=O)c3c(N)n(CC(C)C)c(=O)n(C)c3=O)CC2=O)c1C (stereo not given),1,1.1,-2,-24,1.2,0,-7,-13

# Other entries
SMILES,A3A deaminase,mIAP act,HKDC1 inh,hIAP block,hIAP activ,PfG6PD inh,mIAP block,ATG4B inhibitor
COc1cccc(OCC(O)CN2CCN(C)CC2)c1 (stereo not given),-4,0.99,-8,4,0.96,6,1,6
CCN(c1ccccc1)c1nc(C#N)nc(N(CC)c2ccccc2)n1,-2,0.93,18,7,0.93,-38,7,-2
C=CCNc1nc(Nc2ccc([N+](=O)[O-])cc2)nc(N2CCCC2)n1,-1,0.86,22,-12,1.1,25,14,2
COC(=O)Nc1ccc(S(=O)(=O)N2CCCCC2C(=O)NCc2ccco2)cc1 (stereo not given),1,1.1,-5,-3,1,6,-7,-8
O=C(c1ccc(N2CCN(S(=O)(=O)c3ccccc3)CC2)c([N+](=O)[O-])c1)N1CCOCC1,-2,0.88,-10,10,0.9,-15,12,-7
CN(c1ccccc1C(=O)Nc1ccc(S(=O)(=O)N2CCCC2)cc1)S(C)(=O)=O,-3,0.98,1,0,1,-1,2,-21
COC(=O)C1=CO[C@@H](O[C@@H]2O[C@H](CO)[C@@H](O)[C@H](O)[C@H]2O)C2C1C=C[C@@]2(O)CO (stereo not given in full),-4,0.91,-2,-2,1,1,9,-3
O=C(O)CCC(=O)Nc1ccc(F)cc1,-4,0.94,-4,1,0.99,6,6,-7
O=C(NCCC1=CCCCC1)C1CCC(=O)N(Cc2ccc(Cl)cc2)C1 (stereo not given),-3,0.96,7,-31,1.3,2,4,3
COc1ccc(CCNC(=O)c2nnn(CC(=O)Nc3ccc(C)cc3C)c2N)cc1OC,1,0.97,2,3,0.97,-25,3,-4
O=Cc1ccc2ccc3cccnc3c2n1,2,0.99,17,-29,1.3,20,1,2
CC(C)(C)C(=O)Nc1ccc2c(c1)-c1cc(NC(=O)C(C)(C)C)ccc1C2,-1,0.94,-13,-18,1.2,12,6,-13
O=C(O)COCC(=O)NCc1csc2ccc(Cl)cc12,1,0.99,-4,-24,1.2,-38,1,5
CCCC1=C(C(=O)OCC)C(c2ccc(O)cc2)n2ncnc2N1 (stereo not given),1,1,-3,1,0.99,8,0,-5
O=C(CC1NCCNC1=O)Nc1ccc([N+](=O)[O-])cc1 (stereo not given),-2,1,-12,-2,1,7,-3,14
O=C(Cn1cnc2c(cnn2-c2ccc(Cl)cc2)c1=O)N1CCN(c2ccccc2)CC1,2,0.92,1,10,0.9,-5,8,-5
CCOC(=O)[C@H]1[C@H]2COc3ccc(C)cc3[C@@H]2N2C(=O)c3cc(C)ccc3NC(=O)[C@@]12C,1,0.99,1,18,0.82,-2,1,-6
CCN(CC)S(=O)(=O)c1ccc(/C=C/C(=O)Nc2cccc(F)c2)cc1,0,0.93,9,-4,1,6,7,-7
CCN(CC)C(=O)Cn1c(=O)n(-c2ccccc2)c(=O)n1CC(=O)N(CC)CC,-3,0.97,-9,28,0.72,-1,3,-3
COC(=O)Nc1sccc1C(=O)Nc1sccc1C(=O)OC,-1,0.92,-5,16,0.84,-7,8,-2
Cc1ccc(O)c(C2=NNC(O)(C(F)(F)F)C2)c1 (stereo not given),-1,0.98,7,-38,1.4,4,2,-1
COc1ccccc1S(=O)(=O)Cc1ccc(C(=O)NC(C)c2ccc3c(c2)OCCO3)o1 (stereo not given),2,1.1,0,-10,1.1,-1,-11,3
CCOC1OC(=O)C(Cl)=C1Nc1cc(C)ccc1C (stereo not given),1,1.1,-8,-16,1.2,-3,-14,8
Cc1ccc(-n2nc3c(=O)n(C(C)C(=O)NC4CC4)nc(C)c3c2C)cc1 (stereo not given),-4,1.1,-1,-5,1.1,-7,-7,-1
Nc1cc2c(cc1[N+](=O)[O-])OCO2,15,0.81,6,-10,1.1,-9,19,3

# Entries of single compounds as entered above. Screens in order: A3A deaminase	mIAP act	HKDC1 inh	hIAP block	hIAP activ	PfG6PD inh	mIAP block	ATG4B inhibitor
# O=C(O)CCC(=O)Nc1ccc(F)cc1 is listed as -4	0.94	-4	1	0.99	6	6	-7
# O=C(CC1NCCNC1=O)Nc1ccc([N+](=O)[O-])cc1 (stereo not given) is listed as -2	1	-12	-2	1	7	-3	14
# O=C(Cn1cnc2c(cnn2-c2ccc(Cl)cc2)c1=O)N1CCN(c2ccccc2)CC1 is listed as 2	0.92	1	10	0.9	-5	8	-5
# O=C(NCCC1=CCCCC1)C1CCC(=O)N(Cc2ccc(Cl)cc2)C1 (stereo not given) is listed as -3	0.96	7	-31	1.3	2	4	3
# CCN(c1ccccc1)c1nc(C#N)nc(N(CC)c2ccccc2)n1 is listed as -2	0.93	18	7	0.93	-38	7	-2

# Remaining list, next part:
SMILES,A3A deaminase,mIAP act,HKDC1 inh,hIAP block,hIAP activ,PfG6PD inh,mIAP block,ATG4B inhibitor
CCOc1cc(C(=O)NCCCNC(=O)c2cc(OCC)c(OCC)c(OCC)c2)cc(OCC)c1OCC,4,1.1,2,11,0.89,10,-14,-3
COc1ccc(C2(C(=O)NCC3CCCO3)CCOCC2)cc1 (stereo not given),-3,0.98,0,12,0.88,-9,2,-10
CCOc1ccccc1NC(=O)Nc1ccsc1C(=O)OC,4,1.2,-3,4,0.96,45,-16,-13
O=C(Cc1ccccc1)NNS(=O)(=O)c1ccccc1[N+](=O)[O-],-3,0.94,-4,-6,1.1,-9,6,7
O=C(Nc1ccc(Cl)cc1)[C@@H]1[C@@H]2C(=O)N(c3ccc4ccccc4c3)C(=O)[C@@H]2[C@H]2C=CC=NN21,-1,0.82,8,0,1,0,18,6
CN(C)S(=O)(=O)c1cccc(NC(=O)CSc2cccc3cccnc23)c1,2,0.96,-8,10,0.9,12,4,-12
CC(C)c1ccc(OCC(=O)NNC(=S)NC(=O)c2cccs2)c(Br)c1,-5,0.9,-10,-47,1.5,-33,10,7
Cc1cc(NC(=O)CSc2nc3cc(C(=O)NCCCOC(C)C)ccc3c(=O)n2Cc2ccco2)no1,-3,1.1,-2,6,0.94,-1,-5,-5
CN1/C(=C\C(=O)COC(=O)c2nccnc2N)C(C)(C)c2ccccc21,-1,1,0,9,0.91,6,-1,14
CC(C)(C)[C@@H]1C=C(C(=O)N2CCOCC2)O[C@H](OCc2ccc(CO)cc2)C1,-3,0.95,-4,8,0.92,-11,4,5
CCOc1ccc2nc(NCCCO)[nH]c2c1,-3,1,-1,7,0.93,-1,-2,-3
Cc1cc(NC(=O)c2cc(-c3cccs3)on2)nn1Cc1ccc(Cl)cc1,-6,0.93,2,-9,1.1,-4,7,-7

# Reformatted with the structure last: 2 of the compounds above
A3A deaminase	mIAP act	HKDC1 inh	hIAP block	hIAP activ	PfG6PD inh	mIAP block	ATG4B inhibitor	Molecule
-3	0.94	-4	-6	1.1	-9	6	7	O=C(Cc1ccccc1)NNS(=O)(=O)c1ccccc1[N+](=O)[O-]
-3	1	-1	7	0.93	-1	-2	-3	CCOc1ccc2nc(NCCCO)[nH]c2c1
